Screens: PubChem, Broad Institute
EZH2 inh: EZH2/PRC2 methyltransferase inhibitors, primary screen, biochemical, DELFIA time-resolved fluorescence, single point; Histone-lysine N-methyltransferase EZH2 (Homo sapiens), Q15910; PRC2 H3K27 methylation, DELFIA TRF, 1 h; inhibition, % at 12.5 µM; 57,000 tested, 0.35% active; AID 651548, 2012;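 active means mean inhibition of replicates at least 50% and every single replicate also reaching 50%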;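 further: dimethyl H3K27 on biotinylated H3 21-44 peptide detected by antibody; plate controls were median neutral control wells for no effect and median positive control wells for full effect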
IDH1 mut inh: inhibitors of IDH1 R132H reductase, primary screen, biochemical, plate reader, single point; inhibition, % at 10 µM; diaphorase/resazurin fluorescence, 60 min; 70,000 tested, 0.18% active; in the data active means inhibition above about 34%;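 further: 0% = DMSO and 100% = no enzyme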
Target sequence (O75874 whole entry R132H): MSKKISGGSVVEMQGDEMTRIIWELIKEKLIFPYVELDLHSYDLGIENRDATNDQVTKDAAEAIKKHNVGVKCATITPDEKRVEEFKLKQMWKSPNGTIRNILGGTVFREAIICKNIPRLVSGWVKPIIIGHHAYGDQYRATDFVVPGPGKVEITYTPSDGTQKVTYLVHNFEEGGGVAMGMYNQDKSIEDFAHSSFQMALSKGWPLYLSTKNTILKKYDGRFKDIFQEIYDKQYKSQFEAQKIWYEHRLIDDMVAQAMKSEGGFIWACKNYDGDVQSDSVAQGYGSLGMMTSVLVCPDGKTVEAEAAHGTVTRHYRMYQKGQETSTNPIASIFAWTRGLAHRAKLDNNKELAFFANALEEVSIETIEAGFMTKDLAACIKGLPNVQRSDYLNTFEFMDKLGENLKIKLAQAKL
Starred values were filed as active, the others as inactive; x = no result given. A portion of the library; count on the stated rates, not on these rows.

The first ten entries as a preview:
SMILES | EZH2 inh | IDH1 mut inh
COc1cccc(S(=O)(=O)Nc2ccc3c(c2)[C@H]2C[C@H](CC(=O)N[C@@H](C)c4ccccc4)O[C@@H](CO)[C@H]2O3)c1 | -8 | -0.4
Cc1ccc(S(=O)(=O)Nc2ccc3c(c2)CC(=O)N([C@H](C)CO)C[C@@H](C)[C@@H](CN(C)Cc2ccncc2)O3)cc1 | 0 | 3.3
Cc1noc(C)c1NC(=O)N(C)C[C@@H]1Oc2c(NC(=O)C3CCOCC3)cccc2C(=O)N([C@@H](C)CO)C[C@@H]1C | x | 0.5
C[C@@H]1CN([C@@H](C)CO)C(=O)Cc2cc(NC(=O)Cc3cn(C)c4ccccc34)ccc2O[C@@H]1CN(C)Cc1ccc(-c2ccccc2)cc1 | x | 0.1
CCCN(C)C[C@H]1Oc2ncc(-c3cccc(C(=O)N(C)C)c3)cc2C(=O)N([C@@H](C)CO)C[C@@H]1C | -6 | -0.4
O=C(C[C@@H]1CC[C@@H](NC(=O)Nc2cccc(F)c2)[C@H](CO)O1)NCC1CC1 | 16 | 0.0
CC(=O)N(C)C[C@@H]1Oc2cc(-c3ccncc3)ccc2S(=O)(=O)N([C@H](C)CO)C[C@@H]1C | -7 | 0.4
C[C@@H]1CN([C@H](C)CO)S(=O)(=O)c2ccc(-c3cccnc3)cc2O[C@H]1CN(C)C(=O)NC1CCCCC1 | x | 6.1
C[C@@H]1CN([C@H](C)CO)C(=O)Cc2cc(NC(=O)Cc3ccccc3)ccc2O[C@H]1CN(C)S(=O)(=O)c1ccc(Cl)cc1 | -11 | 0.1
COCC(=O)N(C)C[C@@H]1Oc2cc(Br)ccc2S(=O)(=O)N([C@@H](C)CO)C[C@@H]1C | 1 | 0.1

Results (from the top)
SMILES | EZH2 inh | IDH1 mut inh
COc1cccc(S(=O)(=O)Nc2ccc3c(c2)[C@H]2C[C@H](CC(=O)N[C@@H](C)c4ccccc4)O[C@@H](CO)[C@H]2O3)c1 | -8 | -0.4
Cc1ccc(S(=O)(=O)Nc2ccc3c(c2)CC(=O)N([C@H](C)CO)C[C@@H](C)[C@@H](CN(C)Cc2ccncc2)O3)cc1 | 0 | 3.3
Cc1noc(C)c1NC(=O)N(C)C[C@@H]1Oc2c(NC(=O)C3CCOCC3)cccc2C(=O)N([C@@H](C)CO)C[C@@H]1C | x | 0.5
C[C@@H]1CN([C@@H](C)CO)C(=O)Cc2cc(NC(=O)Cc3cn(C)c4ccccc34)ccc2O[C@@H]1CN(C)Cc1ccc(-c2ccccc2)cc1 | x | 0.1
CCCN(C)C[C@H]1Oc2ncc(-c3cccc(C(=O)N(C)C)c3)cc2C(=O)N([C@@H](C)CO)C[C@@H]1C | -6 | -0.4
O=C(C[C@@H]1CC[C@@H](NC(=O)Nc2cccc(F)c2)[C@H](CO)O1)NCC1CC1 | 16 | 0.0
CC(=O)N(C)C[C@@H]1Oc2cc(-c3ccncc3)ccc2S(=O)(=O)N([C@H](C)CO)C[C@@H]1C | -7 | 0.4
C[C@@H]1CN([C@H](C)CO)S(=O)(=O)c2ccc(-c3cccnc3)cc2O[C@H]1CN(C)C(=O)NC1CCCCC1 | x | 6.1
C[C@@H]1CN([C@H](C)CO)C(=O)Cc2cc(NC(=O)Cc3ccccc3)ccc2O[C@H]1CN(C)S(=O)(=O)c1ccc(Cl)cc1 | -11 | 0.1
COCC(=O)N(C)C[C@@H]1Oc2cc(Br)ccc2S(=O)(=O)N([C@@H](C)CO)C[C@@H]1C | 1 | 0.1
C[C@@H]1CN([C@H](C)CO)C(=O)c2cc(NS(=O)(=O)c3cccs3)ccc2O[C@@H]1CN(C)C | 16 | 1.4
C[C@H](CO)N1C[C@H](C)[C@H](CN(C)Cc2ccc3c(c2)OCO3)Oc2ncc(-c3ccccc3)cc2C1=O | x | 0.1
COc1cccc(NC(=O)N(C)C[C@@H]2Oc3ncc(C4=CCCCC4)cc3C(=O)N([C@@H](C)CO)C[C@@H]2C)c1 | -6 | x
CCC(=O)N(C)C[C@@H]1Oc2cc(C#Cc3ccccc3)ccc2S(=O)(=O)N([C@@H](C)CO)C[C@H]1C | -2 | 1.7
COc1cccc(NC(=O)N[C@@H]2CC[C@H](CC(=O)N3CCCCC3)O[C@@H]2CO)c1 | 15 | -0.5
Cc1ccc(S(=O)(=O)Nc2ccc3c(c2)C(=O)N([C@@H](C)CO)C[C@@H](C)[C@H](CN(C)C(=O)NC2CCCCC2)OCCCC[C@@H](C)O3)cc1 | x | -0.9
O=C(C[C@H]1C=C[C@@H](NC(=O)Nc2ccc3c(c2)OCO3)[C@H](CO)O1)NCc1ccc(F)cc1 | 4 | -0.1
Cc1noc(C)c1NC(=O)N(C)C[C@@H]1Oc2ccc(NS(=O)(=O)c3cccs3)cc2C(=O)N([C@H](C)CO)C[C@@H]1C | x | 2.4
CCOC(=O)c1c(NC(=O)C2CC(c3cccc(Br)c3)=NO2)sc(C)c1C (centres undefined) | -8 | -0.3
C[C@@H]1CN([C@H](C)CO)C(=O)c2cccc(NS(=O)(=O)c3ccc(Cl)cc3)c2O[C@H]1CN(C)Cc1ccc(C(F)(F)F)cc1 | x | 2.0
COc1ccc(-c2ccc3c(c2)O[C@@H](CN(C)CC2CCOCC2)[C@H](C)CN([C@H](C)CO)S3(=O)=O)cc1 | x | -1.6
Cc1ccc(-c2nc3ccccc3o2)cc1NC(=O)COc1c(C)cc(Cl)cc1Cl | -3 | -0.1
O=C(Cc1ccncc1)NCC[C@@H]1CC[C@@H](NC(=O)Nc2cccc(F)c2)[C@H](CO)O1 | -1 | 0.3
C[C@@H]1CN([C@@H](C)CO)C(=O)Cc2cc(NC(=O)Nc3ccc(F)cc3)ccc2O[C@@H]1CN(C)Cc1ccncc1 | 2 | 18
CCc1c(C)sc(NC(=O)c2ccc(Cn3nc(C)c(Cl)c3C)o2)c1C(N)=O | 10 | 0.0
C[C@@H]1CN([C@H](C)CO)C(=O)Cc2cc(NS(=O)(=O)c3cn(C)cn3)ccc2O[C@H]1CN(C)C(=O)Nc1ccc(F)cc1 | x | 4.0
O=C(COc1ccccc1Cl)Nc1ccc([N+](=O)[O-])cc1O | -30 | 0.3
COCC(=O)Nc1ccc2c(c1)[C@H]1C[C@H](CC(=O)NCCN3CCCCC3)O[C@@H](CO)[C@H]1O2 | 18 | -0.2
Cc1ccc(S(=O)(=O)N(C)C[C@H]2OCCCC[C@@H](C)Oc3ccc(NC(=O)Nc4cccc5ccccc45)cc3C(=O)N([C@@H](C)CO)C[C@@H]2C)cc1 | x | 2.8
COc1ccccc1-c1cn(CC[C@@H]2CC[C@H](NC(=O)C3CCCCC3)[C@@H](CO)O2)nn1 | 28 | -0.4
C[C@H](CO)N1C[C@H](C)[C@@H](CN(C)C(=O)Nc2ccc3c(c2)OCO3)Oc2c(NC(=O)C3CCCCC3)cccc2C1=O | 8 | 3.8
Cc1noc(C)c1NC(=O)Nc1cccc2c1O[C@H](CN(C)Cc1ccc(-c3ccccc3)cc1)[C@@H](C)CN([C@@H](C)CO)C2=O | -7 | 0.7
C[C@H]1CCCCO[C@@H](CN(C)Cc2ccc3c(c2)OCO3)[C@@H](C)CN([C@@H](C)CO)C(=O)c2cc(NS(=O)(=O)c3ccc(Cl)cc3)ccc2O1 | x | 0.8
Cc1noc(C)c1NC(=O)Nc1ccc2c(c1)C(=O)N([C@H](C)CO)C[C@H](C)[C@@H](CN(C)C(=O)Nc1c(C)noc1C)O2 | x | 1.7
C[C@H](CO)N1C[C@H](C)[C@H](CN(C)Cc2ccc(Oc3ccccc3)cc2)Oc2cc(-c3ccncc3)ccc2S1(=O)=O | 4 | 5.0
O=C(C[C@@H]1CC[C@H](NC(=O)Cc2ccccn2)[C@@H](CO)O1)NCCc1ccccc1 | -1 | -0.3
CC(=O)O[C@H]1C[C@@H](OC(C)=O)C(C)(C)C2C[C@@H](O)[C@]3(C)C(CC[C@@]4(C)[C@H](c5ccoc5)OC(=O)C5OC543)[C@]21C (some centres undefined) | x | 0.0
COC1(C(=O)NN)COc2ccccc2O1 (centres undefined) | 7 | -0.9
Cc1ccnc(NC(c2cccc([N+](=O)[O-])c2)c2ccc3ccc(C)nc3c2O)c1 (centres undefined) | -6 | -0.1
COC(=O)[C@@]1(Cc2ccccc2N=[N+]=[N-])N=C(c2ccc(OCCCO)cc2)O[C@H]1c1ccccc1 | 16 | x
COc1ccc(/C=N/NC(=O)c2ccc(C(=O)NO)cc2)c(OC)c1 | -1 | 0.2
O=C(Cc1ccncc1)N[C@@H]1CC[C@@H](CCn2cc(-c3ccccc3F)nn2)O[C@H]1CO | -5 | -0.1
Cc1ccccc1S(=O)(=O)NCC[C@@H]1CC[C@@H](NC(=O)C2CCCCC2)[C@@H](CO)O1 | 4 | 0.0
C=C(C)C(=O)O[C@H]1C[C@@]2(C)O[C@@H]2[C@H]2O[C@H]2C(=C)[C@@H](O)[C@H]2OC(=O)C(=C)[C@@H]21 | x | 0.3
C[C@@H](NC(=O)C[C@@H]1C=C[C@@H](NC(=O)c2cccnc2)[C@@H](CO)O1)c1ccccc1 | -4 | -0.1
CCCNC(=O)Nc1ccc2c(c1)OC[C@@H](C)N(C(C)=O)C[C@H](C)[C@H](OC)CN(C)C2=O | 9 | 0.2
CCCNC(=O)N[C@@H]1C=C[C@H](CC(=O)NC2CCC2)O[C@@H]1CO | 2 | 0.2
CCCC#Cc1cnc2c(c1)C(=O)N([C@H](C)CO)C[C@H](C)[C@H](CN(C)Cc1ccccc1F)O2 | 14 | -0.2
Cc1cc(C)cc(Oc2c(C(F)(F)F)oc3cc(OCC(=O)O)ccc3c2=O)c1 | 1 | 0.4
C[C@H](O)C#Cc1cnc2c(c1)C(=O)N([C@H](C)CO)C[C@H](C)[C@H](CN(C)C(=O)CN(C)C)O2 | -16 | -2.1
C[C@H]1CN([C@@H](C)CO)C(=O)c2cc(NC(=O)Cc3ccccc3)ccc2O[C@@H]1CN(C)CC1CC1 | x | 1.9
CC(C)NC(=O)N(C)C[C@@H]1OCCCC[C@H](C)Oc2ccc(NC(=O)CCC(F)(F)F)cc2C(=O)N([C@H](C)CO)C[C@@H]1C | -7 | x
CC(C)NC(=O)Nc1ccc2c(c1)CC(=O)N([C@H](C)CO)C[C@H](C)[C@H](CN(C)C(=O)Nc1ccccc1)O2 | 3 | x
C[C@@H]1CN([C@H](C)CO)S(=O)(=O)c2ccc(/C=C/c3ccccc3)cc2O[C@@H]1CN(C)C(=O)C1CC1 | -9 | 0.0
C[C@@H](NC(=O)/C(C#N)=C/c1ccc(O)c(O)c1)c1ccccc1 | -16 | -0.8
C/C(=N\O)C(=O)NCCCCCNC(=O)OCc1ccccc1 | 7 | x
C[C@H]1CN([C@@H](C)CO)C(=O)Cc2cc(NS(=O)(=O)c3ccc(Cl)cc3)ccc2O[C@@H]1CN(C)C(=O)Nc1ccc(F)cc1 | x | -1.8
C[C@@H]1CN([C@H](C)CO)S(=O)(=O)c2ccc(C#CC3(O)CCCC3)cc2O[C@@H]1CN(C)C(=O)c1ccncc1 | x | 0.1
Cc1noc(C)c1NC(=O)N[C@H]1CC[C@H](CCNC(=O)C2CC2)O[C@@H]1CO | -7 | 0.0
C[C@@H]1CN([C@@H](C)CO)C(=O)Cc2cc(NS(=O)(=O)c3ccc(Cl)cc3)ccc2O[C@@H]1CN(C)C(=O)Nc1ccc(C(F)(F)F)cc1 | x | 0.4
The listing continues:
SMILES | EZH2 inh | IDH1 mut inh
Cc1cc(Cl)c(S(=O)(=O)Nc2ccc3c(c2)OCCO3)cc1OCC(N)=O | 6 | -0.3
C[C@@H]1CN([C@@H](C)CO)C(=O)c2cc(C#CCN(C)C)cnc2O[C@H]1CN(C)C(=O)c1ccc(F)cc1 | 1 | 3.6
COc1cc(C)c(Cl)cc1S(=O)(=O)NCCCN1CCOCC1 | -2 | -0.1
C[C@@H]1CN([C@@H](C)CO)C(=O)Cc2cc(NC(=O)CCN3CCOCC3)ccc2O[C@@H]1CN(C)Cc1ccc2c(c1)OCO2 | 0 | 3.3
C[C@@H]1CCCCO[C@@H](CN(C)C(=O)c2ccncc2)[C@@H](C)CN([C@@H](C)CO)C(=O)c2cc(NS(=O)(=O)c3ccc(F)cc3)ccc2O1 | x | -0.1
C/C=C/c1cnc2c(c1)C(=O)N([C@H](C)CO)C[C@H](C)[C@H](CN(C)C(=O)Nc1ccc(C(F)(F)F)cc1)O2 | x | -0.6
C[C@H]1CCCCO[C@@H](CN(C)C(=O)Nc2cccc3ccccc23)[C@@H](C)CN([C@@H](C)CO)C(=O)c2cc(NS(=O)(=O)c3ccccc3)ccc2O1 | x | 2.4
O=C(C[C@@H]1C=C[C@@H](NC(=O)CN2CCOCC2)[C@H](CO)O1)NCc1cccc(F)c1 | -6 | 0.3
CN(C)C(=O)c1cccc(-c2cccc(-c3nc(C(=O)N4CCCCC4)cc4c3[C@@H](CCO)N([S@](=O)C(C)(C)C)C4)c2)c1 | 5 | -0.2
COc1cccc(NC(=O)N[C@H]2C=C[C@H](CC(=O)N3CCOCC3)O[C@@H]2CO)c1 | 5 | -0.1
Oc1ccc(CCCCC(O)CCc2ccc(O)cc2)cc1 (centres undefined) | x | 0.1
CS(=O)(=O)Nc1ccc2c(c1)[C@@H]1C[C@H](CC(=O)NCc3ccccn3)O[C@H](CO)[C@@H]1O2 | -1 | -0.3
C[C@H]1CN([C@@H](C)CO)C(=O)c2cc(C#CC(C)(C)O)cnc2O[C@@H]1CN(C)C(=O)C1CCCCC1 | -10 | x
CCCNC(=O)N[C@@H]1CC[C@H](CCn2cc(C3CCCCC3)nn2)O[C@@H]1CO | -19 | 0.4
CC1CCC2(C)C(CC(O)C(O)C23CO3)C1(C)CCC1=CC(=O)OC1O (centres undefined) | x | 0.5
